PI4K2A inh: inhibitors of human PI4K2A | purified PI4K2A, ADP-Glo luminescence, 1 h; hits give low values | activity change, negative = inhibition, % at 76.9 µM | 420,000 tested, 0.13% active | AID 1346378; in the data active = activity change below about -50%; inconclusive = mostly about -30% to -49%;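 note: -100% = wells without enzyme as full effect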
Target sequence (Q9BTU6 whole entry, looked up): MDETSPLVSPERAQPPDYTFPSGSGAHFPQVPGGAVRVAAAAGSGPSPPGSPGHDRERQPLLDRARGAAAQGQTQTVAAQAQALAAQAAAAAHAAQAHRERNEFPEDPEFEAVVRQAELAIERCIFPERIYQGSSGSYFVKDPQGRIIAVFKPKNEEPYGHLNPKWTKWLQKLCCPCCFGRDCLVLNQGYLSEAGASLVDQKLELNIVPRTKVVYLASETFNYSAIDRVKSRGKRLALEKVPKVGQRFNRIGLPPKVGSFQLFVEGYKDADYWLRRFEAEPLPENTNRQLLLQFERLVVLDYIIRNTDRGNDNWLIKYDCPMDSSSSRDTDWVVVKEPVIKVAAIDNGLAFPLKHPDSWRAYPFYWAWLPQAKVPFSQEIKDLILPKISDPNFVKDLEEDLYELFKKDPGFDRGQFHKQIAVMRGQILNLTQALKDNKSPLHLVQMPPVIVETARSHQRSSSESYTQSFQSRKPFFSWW
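PI4K2A activity was measured by ADP-Glo luminescence: enzyme (4 ug/mL stock) and phosphatidylinositol (1.2 mM stock) in Tris pH 7.5/MgCl2/EGTA/Triton X-100 buffer were reacted with ATP (300 microM stock) for one hour at ambient temperature.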
IDH1 R132H inh: inhibitors of human mutant IDH1 R132H; Potency, µM (doses to about 76.6 µM), without a hit: top-dose activity change, negative = inhibition, actives largely listed as inhibitors; 390,000 tested, 0.093% active; O75874; IDH1-R132H enzyme, NADPH consumption, diaphorase/resazurin fluorescence; AID 602179; note: potency is the fitted concentration of half-maximal effect; nearly all actives have a fitted effect of over 65% in size
Target sequence (O75874 whole entry R132H, stated change not applied): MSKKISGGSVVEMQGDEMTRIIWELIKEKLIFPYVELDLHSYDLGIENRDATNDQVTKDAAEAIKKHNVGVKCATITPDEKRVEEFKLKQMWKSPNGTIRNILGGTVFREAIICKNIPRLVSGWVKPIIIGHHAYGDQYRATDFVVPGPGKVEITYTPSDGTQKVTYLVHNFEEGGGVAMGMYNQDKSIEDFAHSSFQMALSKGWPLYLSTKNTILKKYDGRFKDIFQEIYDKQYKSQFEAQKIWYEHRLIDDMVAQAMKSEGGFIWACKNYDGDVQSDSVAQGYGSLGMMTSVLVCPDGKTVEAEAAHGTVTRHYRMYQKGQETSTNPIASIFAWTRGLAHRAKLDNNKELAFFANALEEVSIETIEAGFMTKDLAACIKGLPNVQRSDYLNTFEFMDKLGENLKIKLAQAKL
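IDH1-R132H (0.5 ug/mL dispensed) in pH 7.5 Tris buffer was preincubated 30 min with compound, then given a substrate mix of 0.016 mM NADPH and 2 mM alpha-KG for 80 min at room temperature; remaining NADPH was read by diaphorase/resazurin fluorescence.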
USP1 inh: inhibitors of human USP1/UAF1 deubiquitinase | O94782 | recombinant USP1/UAF1, Ub-Rhodamine cleavage fluorescence | Potency, µM (doses to about 57.1 µM), inactives show at the top dose activity change, negative = inhibition, hits mostly inhibitors | 390,000 tested, 0.23% active; note: potency is the fitted concentration of half-maximal effect; nearly all actives have a fitted effect of over 60% in size; inactives centre near -12
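Step one: compound is pinned into 1nM USP1/UAF1 in HEPES pH 7.8 buffer with TCEP. Step two: 15 min room-temperature incubation. Step three: Ub-Rho (150nM final) starts cleavage, tracked by fluorescence over six one-minute reads.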
* hit, by the source's call; ? = inconclusive. Unless noted, calls come from the whole dose curve; as a rule, active = well fitted inhibition curve with a large enough effect; inconclusive = small, poorly fitted or top-dose-only effect; inactive = no such curve, though single readings can be large or run the other way. Unless noted, % is set by controls: 0 for no effect and ±100 for the full control effect.

nr | Compound | PI4K2A inh | IDH1 R132H inh | USP1 inh
1 | Cc1cccc(NC(=O)CN2C(=O)C3CC=CCC3C2=O)c1C (stereo unspecified) | -8 | 0% | 5%
2 | O=S(=O)(c1ccc(Cl)cc1)N1CCN(c2nc(C(F)(F)F)nc3ccccc23)CC1 | 1 | -3% | -15%
3 | O=C(O)c1ccc(Cl)cc1NC(=O)C1CCN(S(=O)(=O)c2cccs2)CC1 | -3 | 0% | -22%
4 | Cc1ccccc1/C(=N\S(=O)(=O)c1ccc(Br)cc1)Nc1ccccc1 | 5 | 10% | -20%
5 | CC(=O)c1ccc(OCC(=O)NC(=O)NC2CCCC2)cc1 | -6 | -1% | -18%
6 | O=CC(=Cc1ccccc1)c1ccccc1 | 9 | 7% | -20%
7 | CC(=O)Nc1ccc(NC(=O)CSc2nc(=O)n(CCCN3CCOCC3)c3c2CCC3)cc1 | -4 | 0% | -21%
8 | COc1cc(C(=O)OCCCN2CCOCC2)cc(OC)c1OC | 1 | -3% | -19%
9 | Cc1ccc(S(=O)(=O)c2nc(/C=C/c3ccccc3)oc2N2CCC(C(N)=O)CC2)cc1 | -6 | -5% | 1%
10 | C[C@H](O)[C@@H]1C(=O)N2CCc3c([nH]c4ccccc34)[C@@H]2C[C@@H]1N(C)Cc1ccc(Cl)cc1 | -8 | 10% | ?
11 | O=C(COC(=O)c1ccc(O)cc1)NC1CCCCCCC1 | -6 | 6% | -27%
12 | COc1ccc(S(=O)(=O)Nc2ccc3c(c2)C(=O)N([C@H](C)CO)C[C@H](C)[C@@H](CN(C)C(=O)Nc2c(C)noc2C)OCCCC[C@H](C)O3)cc1 | -3 | 9% | -29%
13 | CCCCCCN1C[C@H](n2cc(-c3ccc(F)cc3)nn2)[C@@H](O)C[C@@H]1c1ccc(C)cc1 | 7 | -2% | -15%
14 | CCOC(=O)CCCCCC(=O)Nc1ccc2c(c1)C(=O)N([C@@H](C)CO)C[C@@H](C)[C@H](CN(C)C(=O)Nc1ccccc1)OCCCC[C@H](C)O2 | 2 | 0% | ?
15 | C[C@H]1CN([C@@H](C)CO)C(=O)CCCn2nncc2CO[C@H]1CN(C)S(C)(=O)=O | 3 | 7% | -23%
16 | Cc1ccc(S(=O)(=O)NCC2CCC(C(=O)NCCCN3CCC(C)CC3)CC2)cc1 (stereo unspecified) | 7 | 3% | -18%
17 | O=C(NCc1ccc(F)cc1)c1cccc2c1C(=O)c1ccc(N3CCC(N4CCCCC4)CC3)cc1S2(=O)=O | 1 | -6% | ?
18 | O=C(c1cccs1)N1C[C@@H](n2cc(-c3ccc(F)cc3)nn2)[C@H](O)C[C@@H]1c1ccc(Cl)cc1 | 4 | 8% | -26%
19 | C[C@@H]1CN([C@H](C)CO)C(=O)CCCn2nncc2CO[C@H]1CN(C)S(=O)(=O)c1cccc(C#N)c1 | -4 | 1% | -2%
20 | COc1cc2c(cc1[N+](=O)[O-])-c1ccc([N+](=O)[O-])cc1C2=NNC(N)=S | 0 | -5% | -31%
21 | COCOCCn1cc(CN2CCS(=O)(=O)N(Cc3ccc(-c4ccc(F)nc4)cc3)C(CC(C)C)C2=O)nn1 (stereo unspecified) | -7 | 7% | -7%
22 | CSc1ncnc2c1ncn2CCCN(C)CCc1ccccn1 | -5 | 1% | ?
23 | Cc1ccc(S(=O)(=O)N2Cc3ccccc3CC2C(N)=O)cc1 (stereo unspecified) | 6 | -5% | -9%
24 | CCCNC(=O)N(C)C[C@@H]1Oc2cc(C#CC(C)(C)O)ccc2S(=O)(=O)N([C@H](C)CO)C[C@H]1C | 1 | 14% | -12%
25 | C[C@H]1CNC(=O)c2c(C(=O)Nc3ccc(CNC(=O)OC(C)(C)C)cc3)ncn21 | 2 | -2% | -3%
26 | CN(C(=O)CSc1nc(N)cc(=O)[nH]1)C1CCCCC1 | 2 | 7% | -26%
27 | CCN1C(=O)[C@H]2[C@@H](c3ccc(C(F)(F)F)cc3)N[C@]3(CCCN(Cc4ccccc4)C3=O)[C@H]2C1=O | -6 | 8% | -20%
28 | COc1cccc(-c2ccc(NC(=O)C3CCCN(Cc4cccc(C)n4)C3)cc2)c1 (stereo unspecified) | -2 | 1% | -25%
29 | O=C1C(=Cc2cccc(O)c2O)SC(=S)N1CCCN1CCOCC1 | -22 | -11% | -23%
30 | COc1cc(/C=C/C(=O)OCC(=O)N2CCc3ccccc32)cc(OC)c1OC | 0 | 7% | -2%

Looked up above:
Entry of compound 29 under USP1 inh: -23%
Entry of compound 24 under USP1 inh: -12%
Entry of compound 4 under PI4K2A inh: 5
Entry of compound 18 under USP1 inh: -26%
Entry of compound 2 under IDH1 R132H inh: -3%
Entry of compound 23 under IDH1 R132H inh: -5%
Entry of compound 1 under IDH1 R132H inh: 0%

Further structures
nr | Compound | PI4K2A inh | IDH1 R132H inh | USP1 inh
31 | C[C@H](CO)N1C[C@H](C)[C@@H](CN(C)S(=O)(=O)c2cccs2)OCc2cn(nn2)CCCC1=O | -4 | 3% | -6%
32 | CC(=O)c1sc(NC(=O)CCc2ccccc2)nc1C | -2 | 0% | 4%
33 | COc1ccc(C)cc1NC(=O)NC1CC(=O)N(c2ccc3c(c2)OCCO3)C1 (stereo unspecified) | -2 | -5% | 3%
34 | O=C(O)C1(C(=O)O)CCC2(CCCCC2)CC1 | 7 | 8% | -16%
35 | Cc1ccc(-c2cc3nc(-c4ccccc4)cc(NCCCO)n3n2)cc1 | -1 | 5% | ?
36 | CC(=O)Nc1ccc(S(=O)(=O)CC(=O)CS(=O)(=O)c2ccc(NC(C)=O)cc2)cc1 | -3 | 0% | 1%
37 | O=[N+]([O-])c1ccc2oc(/C=C/c3ccc(O)cc3)nc2c1 | 0 | 2% | -26%
38 | C[C@@H]1CN([C@H](C)CO)C(=O)CCCn2nncc2CO[C@H]1CN(C)Cc1ccc(C(=O)O)cc1 | 3 | 1% | ?
39 | COc1ccc(CN2CCC[C@]3(N[C@H](c4ccc(C)cc4)[C@@H]4C(=O)N(Cc5ccccc5)C(=O)[C@@H]43)C2=O)cc1 | 0 | -4% | 2%
40 | C[C@H](CO)N1C[C@H](C)[C@@H](CN(C)S(=O)(=O)c2cccc(C#N)c2)OCc2cn(nn2)CCCC1=O | 5 | 14% | -18%
41 | C[C@H](CO)N1C[C@H](C)[C@@H](CN(C)C(=O)Nc2ccccc2F)OCc2cnnn2CCCC1=O | -8 | 2% | ?
42 | O=C(COC(=O)c1ccccc1SCC(=O)N1CCCC1)NCc1ccc(F)cc1 | 1 | 6% | 2%
43 | CCC1NC(=O)c2cccnc2-n2c1nc1cc(C)cc(C)c1c2=O (stereo unspecified) | 2 | 10% | -12%
44 | CC1NC(=O)c2cc3ccccc3cc2-n2c1nc1cc(Cl)ccc1c2=O (stereo unspecified) | 5 | 7% | ?
45 | CCCNC(=S)NC1CC2CCCC(C1)N2Cc1ccccc1OC (stereo unspecified) | -5 | 0% | -25%
46 | COc1ccc(NS(=O)(=O)c2ccc(C)c(C(=O)NCc3ccccc3CN3CCCC3)c2)cc1 | 3 | -8% | -12%
47 | CCCc1c(C(=O)N/N=C/c2c[nH]c3ccccc23)nnn1-c1nonc1N | 0 | -7% | -22%
48 | CS(=O)(=O)N1CCC(C(=O)Nc2ccc(Cl)cc2Cl)CC1 | 0 | 6% | ?
49 | O=C(OCc1cn([C@H]2C[C@H](c3ccc(Cl)cc3)N(C(=O)c3cccs3)C[C@@H]2O)nn1)c1ccccc1 | -3 | -4% | -27%
50 | C[C@@H]1CN([C@H](C)CO)C(=O)CCCn2nncc2CO[C@H]1CN(C)Cc1ccc2c(c1)OCCO2 | -7 | -2% | ?
51 | COCC(C)n1c(SCC(=O)Nc2cccnc2Cl)nc2ccccc2c1=O (stereo unspecified) | 3 | 4% | -27%
52 | COc1ccc2cc(C3=CC(=O)CC(C)(C)C3=O)ccc2c1 | -3 | 13% | -22%
53 | Cc1noc(C)c1C(=O)N(C)C[C@@H]1OCc2ccccc2-c2c(n(C)c3ccccc23)C(=O)N([C@H](C)CO)C[C@H]1C | 5 | 10% | ?
54 | COc1cc(NS(=O)(=O)c2ccc(C)cc2)c2c(c1N)C(=O)c1ccccc1C2=O | -11 | 2% | -14%
55 | C[C@@H]1CN([C@@H](C)CO)C(=O)c2cc(Br)cnc2O[C@H]1CN(C)S(=O)(=O)c1cccs1 | 3 | 9% | -5%
56 | CC1(C)CC(Cc2ccc(C(=O)c3ccccc3)cc2)N(C(=O)OC(C)(C)C)N1 (stereo unspecified) | 4 | 13% | -21%
57 | O=C1NC(Cc2ccccc2)c2nc3ccccc3c(=O)n2-c2cc3ccccc3cc21 (stereo unspecified) | -1 | -2% | 8%
58 | CN(Cc1ccccc1)C(=O)c1[nH]cnc1C(=O)Nc1ccccc1F | -2 | -1% | -18%
59 | C#CCN(C[C@H]1[C@H](OC(=O)NCC2CCCCC2)[C@H](OC(=O)NCC2CCCCC2)C[C@@H](C(=O)OC)[C@H]1C(=O)OC)S(=O)(=O)c1ccc(C)cc1 | -5 | 0% | -19%
60 | CCOC(=O)C1(C(=O)OCC)C(C)CC(=O)N1c1ccccc1OC (stereo unspecified) | 0 | -3% | -19%
61 | Cc1noc(C)c1C(=O)OCC(=O)Nc1cccc(F)c1 | -1 | 6% | -23%
62 | COc1ccc(NC(=S)Nc2ccc(S(=O)(=O)N3CCCCC3)cc2)cc1 | 1 | -6% | -17%
63 | CCCCN(C(=O)CC1CCCCC1)c1c(N)n(CCCC)c(=O)[nH]c1=O | -1 | 13% | -27%
64 | COc1cc(C(=O)NCC(c2cccs2)N2CCOCC2)ccc1OCc1ccc(Cl)cc1 (stereo unspecified) | -1 | 2% | -16%
65 | O=[N+]([O-])c1ccc(CN2CC(N3CCC(Cc4ccccc4)CC3)CS2(=O)=O)cc1 (stereo unspecified) | -5 | -1% | -26%
66 | Cc1ccc(CNC(=O)CN2NS(=O)(=O)c3ccccc3C2=O)cc1 | 1 | 4% | -27%
67 | O=C(COC(=O)c1ccc(S(=O)(=O)N2CCCCC2)cc1)NC1CCCCC1 | -2 | -5% | -22%
68 | O=C(c1ccc(CS(=O)c2ccc(Br)cc2)o1)N1CCN(C2CCCCC2)CC1 (stereo unspecified) | 1 | 17% | 4%
69 | COC(=O)N(C)C[C@H]1OCc2cnnn2CCCC(=O)N([C@@H](C)CO)C[C@H]1C | -1 | -5% | ?
70 | C=CCn1nc(C(=O)OCC)cc1-c1sc(NC(=O)c2ccccc2)nc1C | 4 | -9% | -21%
71 | Cc1nc(C(=O)N2CCCC(N3CCN(c4ccc(F)cc4)CC3)C2)cs1 (stereo unspecified) | 2 | 0% | -6%
72 | Cc1cccc(NC(=O)c2nc[nH]c2C(=O)NC[C@@H](C)O)c1 | 5 | 3% | -23%
73 | CCCCN1C(=O)C(CC(=O)NC(c2ccccc2)c2ccccc2)CC(C(=O)N(C)C)=C1C (stereo unspecified) | -1 | -2% | -24%
74 | CCOCc1nc(N)nc(N)c1-c1cccc(Cl)c1 | -2 | 9% | -24%
75 | CCCC#Cc1cnc2c(c1)C(=O)N([C@H](C)CO)C[C@H](C)[C@@H](CN(C)C(=O)CCN1CCCCC1)O2 | -8 | -3% | -6%
76 | O=C1CCN(CCCN2CCC(=O)N(Cc3ccccc3)C2=S)C(=S)N1Cc1ccccc1 | -6 | 0% | -31%
77 | CC(C)c1csc(CN2CCC(C(=O)Nc3cccc(-c4ccco4)c3)CC2)n1 | -3 | 0% | ?
78 | COc1ccc(OC)c2c1C(=O)CC2C (stereo unspecified) | 7 | 0% | -20%
79 | CC1C(=O)N(Cc2cn(CC3CCCCC3)nn2)CCS(=O)(=O)N1Cc1ccc(-c2ccc(Cl)c(Cl)c2)cc1 (stereo unspecified) | -1 | 9% | -20%
80 | O=C(COC(=O)CNC(=O)c1ccccc1)NC12CC3CC(CC(C3)C1)C2 | 1 | 1% | ?

As a working copy, some entries already given:
nr | Compound | PI4K2A inh | IDH1 R132H inh | USP1 inh
71 | Cc1nc(C(=O)N2CCCC(N3CCN(c4ccc(F)cc4)CC3)C2)cs1 (stereo unspecified) | 2 | 0% | -6%
72 | Cc1cccc(NC(=O)c2nc[nH]c2C(=O)NC[C@@H](C)O)c1 | 5 | 3% | -23%
73 | CCCCN1C(=O)C(CC(=O)NC(c2ccccc2)c2ccccc2)CC(C(=O)N(C)C)=C1C (stereo unspecified) | -1 | -2% | -24%
74 | CCOCc1nc(N)nc(N)c1-c1cccc(Cl)c1 | -2 | 9% | -24%
75 | CCCC#Cc1cnc2c(c1)C(=O)N([C@H](C)CO)C[C@H](C)[C@@H](CN(C)C(=O)CCN1CCCCC1)O2 | -8 | -3% | -6%
76 | O=C1CCN(CCCN2CCC(=O)N(Cc3ccccc3)C2=S)C(=S)N1Cc1ccccc1 | -6 | 0% | -31%

An excerpt; rates above refer to the full screens.
